pCIP destab = p/CIP protein destabilization; Q05BA5; F442A p/CIP-EGFP cells, EGFP fluorescence, 16 h; decrease of EGFP signal, % at 10 µM; actives 0.01% (n = 290,000); AID 1984;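 active = EGFP signal decrease of at least 30% at 10 µM or well 3 SD below plate mean, unless failing retest; inactive = the rest, including hits failing retest or dose response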; also: some compounds called inactive have numbers as strong as hits; many of its hits are not listed in these tables
CRFBP-R2 agonist = CRF-BP/CRF-R2 complex agonism; AID 588473; actives 0.46% (n = 350,000); activation, % at 13.2 µM; HEK293 CRF-R2/CRF-BP, calcium dye fluorescence (FLIPR); percent of saturating CRF peptide response;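 active = activation of at least 50%, plus an integration ratio under a set limit after plate pattern correction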;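 also: plate controls were neutral control wells without compound for no effect and CRF at EC100 for full effect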
PHOSPHO1 inh = PHOSPHO1 (human) inhibition. Q8TCT1. recombinant PHOSPHO1, absorbance phosphatase assay. inhibition, % at 13.3 µM. actives 1.1% (n = 290,000); in the data active = inhibition above about 60%
Target sequence (Q8TCT1 whole entry, looked up): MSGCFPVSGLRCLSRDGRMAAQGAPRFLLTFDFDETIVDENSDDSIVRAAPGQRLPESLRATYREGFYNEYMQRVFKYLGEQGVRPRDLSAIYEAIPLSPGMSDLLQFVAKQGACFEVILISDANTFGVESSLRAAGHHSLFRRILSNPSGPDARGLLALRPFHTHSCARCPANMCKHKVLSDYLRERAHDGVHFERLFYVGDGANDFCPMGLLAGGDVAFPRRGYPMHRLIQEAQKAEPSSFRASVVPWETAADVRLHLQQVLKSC
IDE act = boosts human insulin-degrading enzyme activity in HEK cells. activation, % at 5.96 µM. FAbeta-B cleavage, fluorescence polarization; 0% vehicle, 100% cell-free pure enzyme wells. AID 493087. P14735. actives 0.073% (n = 340,000);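 active = activation above the mean of all tested compounds plus 3 SD, set per screening campaign, cut at about 17% in these data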
GalR3 antag = human GalR3 antagonism | O60755 | HEK293 GalR3-CNG cAMP membrane potential fluorescence; galR3 body fused to GalR1 C-terminus | inhibition, % at 3 µM | actives 0.44% (n = 360,000) | AID 651719;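 active = inhibition above the screen-wide average plus 3 SD, cut at about 13% in these data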;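 also: forskolin and galanin both at EC90 stimulate the cells; cAMP rise reported by CNG channel membrane potential dye signal; 0% = forskolin plus galanin with DMSO and 100% = forskolin alone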
Target sequence (O60755 1-299 limits assumed): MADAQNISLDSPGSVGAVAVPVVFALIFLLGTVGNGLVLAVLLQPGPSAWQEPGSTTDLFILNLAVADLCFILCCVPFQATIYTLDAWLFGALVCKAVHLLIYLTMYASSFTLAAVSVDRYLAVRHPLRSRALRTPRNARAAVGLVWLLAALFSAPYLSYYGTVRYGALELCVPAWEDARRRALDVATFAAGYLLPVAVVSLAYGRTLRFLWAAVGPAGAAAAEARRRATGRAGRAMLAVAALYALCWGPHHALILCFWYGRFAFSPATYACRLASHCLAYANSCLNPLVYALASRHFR
CRFR2-BP antag = antagonists of CRF-binding protein/CRF-R2 receptor complex | HEK293 CRF-R2/CRF-BP, CRF-induced calcium fluorescence | inhibition, % at 11.8 µM | actives 0.59% (n = 350,000) | AID 588475;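 active = inhibition of the ligand-induced calcium signal above about 50% at the single tested concentration, limit read from the data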
IDE cell inh = cellular human IDE inhibition; P14735; HEK cells, FAbetaB cleavage, fluorescence polarization; inhibition, % at 5.59 µM; actives 0.41% (n = 320,000); AID 434962;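 active = percent inhibition above the average of all tested compounds plus 3 SD, set per screening campaign, cut at about 16% in these data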;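 also: IDE supplied by intact live HEK cells; FP after avidin binding of uncleaved biotin substrate so inhibition keeps polarization high; 0% = DMSO wells and 100% = 60 µM reference IDE inhibitor Ii1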
M4 PAM = CHRM4 positive allosteric modulation; P08173; CHO-K1 hM4/Gqi5, Fluo-8 calcium fluorescence, ACh EC20; 0% = ACh EC20, 100% = maximal ACh; activation, % at 3 µM; actives 0.4% (n = 360,000);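 active = activation above its plate's cutoff, the mean activation of sample wells plus 3 SD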; also: some results filed as inactive read as strong as hits
Target sequence (P08173 whole entry, looked up): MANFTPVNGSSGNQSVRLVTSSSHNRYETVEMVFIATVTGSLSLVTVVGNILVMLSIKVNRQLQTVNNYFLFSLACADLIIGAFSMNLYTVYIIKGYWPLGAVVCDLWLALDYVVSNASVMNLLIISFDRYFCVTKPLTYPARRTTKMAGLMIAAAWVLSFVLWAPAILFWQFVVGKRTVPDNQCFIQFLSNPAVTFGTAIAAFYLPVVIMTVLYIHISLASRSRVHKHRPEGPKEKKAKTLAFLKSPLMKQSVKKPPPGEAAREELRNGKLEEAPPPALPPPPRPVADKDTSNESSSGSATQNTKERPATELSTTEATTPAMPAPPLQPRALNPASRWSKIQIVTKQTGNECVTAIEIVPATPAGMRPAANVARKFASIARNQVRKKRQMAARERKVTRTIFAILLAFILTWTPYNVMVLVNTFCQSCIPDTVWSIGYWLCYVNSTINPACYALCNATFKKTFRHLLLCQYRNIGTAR
MEKK3 PB1 HTS = raises or lowers MEK5 binding to the human MEKK3 PB1 domain. binding response (% of control), % at 10 µM. Q99759. bead-based flow cytometry, Alexa488-MEK5 binding to MEKK3; actives lie on both sides; 0 = blocked by unlabeled MEK5, 100 = vehicle. actives 1.4% (n = 290,000);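 active = binding response more than 3 SD above or below the average of its plate-row segment, actives on both sides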;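 also: Alexa488 bead fluorescence after subtracting the streptavidin-only scavenger bead signal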
* marks the source's active call; other numbers are inactive results; . = not tested or not shown.

SMILES	pCIP destab	CRFBP-R2 agonist	PHOSPHO1 inh	IDE act	GalR3 antag	CRFR2-BP antag	IDE cell inh	M4 PAM	MEKK3 PB1 HTS
COc1ccc(C(=O)CSc2nnc(CNC(=O)c3ccccc3)n2C)cc1	-13	-0.5	-46	3	-1	1	1	5	97
c1ccc(NC2=Nc3ccccc3CS2)cc1	2	-0.4	18	7	-6	-10	4	6	101
CC1CCc2c(sc3nc(SCC(=O)NCc4ccco4)nc(N)c23)C1 (stereo unspecified)	-2	1.0	3	-3	4	-6	-13	14	99
O=C(NCc1ccco1)Nc1ccc(Br)cc1	-4	-2.2	-33	1	0	24	1	2	92
CCOC(=O)C1CCCN(S(=O)(=O)c2ccc(-n3cnnn3)c(C)c2)C1 (stereo unspecified)	2	0.9	2	4	-5	-4	4	0	100
CCc1nnc(NC(=O)CSc2ccc(-c3cccs3)nn2)s1	7	-0.9	27	1	-2	-1	2	6	90
CCc1ccc(N(C(C)=O)c2nc(CCl)cs2)cc1	9	4.3	34	5	-4	8	0	2	97
O=C(Cc1ccc(S(=O)(=O)N2CCOCC2)s1)Nc1ccccc1N1CCOCC1	-2	1.4	-7	5	0	-12	7	2	98
COCCCn1c(C(=O)NCCN2CCOCC2)cc2c(=O)n3ccccc3nc21	-1	0.1	20	2	0	-3	6	-3	102
Cc1nc2sc(C)c(C)c2c(=O)[nH]1	16	0.2	-1	1	2	20	8	7	96
CCN(CCCNC(=O)c1ccc2c(c1)NC(=O)CN2C)c1cccc(C)c1	-10	-1.0	58	-1	-2	-5	3	-5	101
NCCCn1c(C(=O)c2cc(Cl)c(N)c(Cl)c2)c2ccc(C(F)(F)F)cc2[n+]1[O-]	.	-0.8	.	1	-9	-15	7	7	.
Cc1cc(C(=O)N/N=C/c2ccco2)c2ccccc2n1	-5	-1.6	2	1	4	-8	-2	3	106
CC(c1nnc(SCC(=O)Nc2cc([N+](=O)[O-])ccc2F)n1Cc1ccccc1)N(C)C (stereo unspecified)	-11	-0.6	28	-2	-9	8	0	-2	101
Cc1cc(C)nc(SCc2csc(N)n2)n1	-8	-0.3	84*	-3	3	-7	2	10	99
O=S(=O)(NCc1nc2ccccc2[nH]1)c1ccccc1	-4	0.2	73*	3	-3	-7	3	-3	103
COc1ccccc1C(=O)Nc1ccc(-c2nnn(CC(=O)NCc3ccco3)n2)cc1	-9	0.1	15	-12	5	-3	0	2	108
O=C(O)CCCC(=O)NNC(=O)c1cccc(Br)c1	-4	-0.8	16	0	-2	-25	1	-2	103
O=S(=O)(c1ccccc1)C1(S(=O)(=O)c2ccccc2)CCCC1	1	0.2	-10	5	-1	3	0	2	109
COC(=O)c1cccnc1-n1c(=O)c2cccnc2n(Cc2cccc([N+](=O)[O-])c2)c1=O	-2	0.0	-14	7	-7	1	1	-3	86
CC(C)Nc1nc(Oc2ccc(Cl)cc2Cl)cc(C(F)(F)F)n1	-2	-1.2	-11	8	-6	-30	0	12	103
CCOC(=O)COc1ccccc1/C=C1/NC(=O)NC1=O	2	-4.5	-9	4	0	18	-5	5	97
COc1ccc(/C=N/NC(=O)CSCc2ccc([N+](=O)[O-])cc2)cc1OC	5	-0.7	-15	-5	2	0	2	-5	111
COC(=O)c1sc(N2C(=O)C(O)=C(C(=O)c3ccc(C)o3)C2c2ccco2)nc1C (stereo unspecified)	-24	1.4	4	1	-1	9	2	2	104
O=C(OCc1ccco1)c1cccnc1	10	0.0	-13	2	-4	15	2	-2	99
SMILES	pCIP destab	CRFBP-R2 agonist	PHOSPHO1 inh	IDE act	GalR3 antag	CRFR2-BP antag	IDE cell inh	M4 PAM	MEKK3 PB1 HTS
Cc1n[nH]c(C)c1N=Nc1cc(Cl)ccc1Cl	0	0.0	44	3	-2	-5	-4	8	107
COc1ccc(CNC(=O)CCCn2ncn3c(cc4occc43)c2=O)cc1	-1	0.0	43	3	-3	-4	4	7	98
CC1(C)Cc2ccccc2-c2nnc(SCc3ccc(C#N)cc3)n21	-11	-1.1	1	3	-6	5	6	-11	91
CC(C)NC(=S)NN=C1CCCCCCCCCCC1	-5	0.1	-24	12	-2	0	-2	-5	102
COc1cc(CNCCN2CCOCC2)ccc1OCC(=O)NC(C)(C)C	13	-3.1	12	0	-4	-15	0	-2	99
CCOC(=O)C(Oc1ccc2c(-c3ccccc3)cc(=O)oc2c1C)c1ccccc1 (stereo unspecified)	-15	2.5	-9	0	-2	0	7	3	98
COc1ccc(N2C3=C(CC4=C2CCCC4=O)C(=O)CCC3)cc1	5	0.6	9	6	0	-12	-1	4	108
Cc1nn(-c2ccc(N3CCOCC3)nn2)c(C)c1CCC(=O)Nc1ccc(F)cc1	-10	-0.6	7	4	0	-1	8	7	94
CS(=O)(=O)c1ccc(-n2nnc3ccccc32)c([N+](=O)[O-])c1	-7	2.8	32	8	-3	10	-5	-5	103
CCC(=O)Nc1cc(ON=C(C)C)cc([N+](=O)[O-])c1	3	-0.4	-3	4	-5	9	-6	0	93
O=C(CCn1c(=O)c2ccccc2n(Cc2cc(=O)n3ccccc3n2)c1=O)NCc1ccco1	3	-1.0	7	-2	-2	13	4	7	108
CCCCC(C)Sc1nc2c([nH]1)c(=S)n(C)c(=O)n2C (stereo unspecified)	.	0.2	.	4	-5	11	.	-2	.
COC(=O)CCC(=O)OC1(C)C(=O)C=C2C=C(C3CC3)N(CC3CC3)C=C2C1=O (stereo unspecified)	-5	-0.3	31	0	-1	-3	6	1	112
C=CCNc1oc(Cc2cccc3ccccc23)nc1C#N	-12	2.0	-3	-5	-1	11	1	4	104
C/C(N)=C(/C#N)C(=O)COC(=O)CSc1ccccc1	-17	-1.0	20	0	-5	14	-2	0	94
COc1ccc(C(=O)C2CCCN(Cc3c(C)[nH]c4ccccc34)C2)c(OC)c1 (stereo unspecified)	-1	.	27	.	.	.	3	.	96
Cc1cc2cc(CCNC(=O)c3cccc([N+](=O)[O-])c3)c(=O)[nH]c2cc1C	0	0.7	0	-5	-10	10	10	-9	103
Cc1ccc(N(C(=O)c2ccc(CN3CCOCC3)o2)C(C(=O)NCCC(C)C)c2cccs2)c(C)c1 (stereo unspecified)	-8	-3.4	-9	4	-3	19	4	10	104
COc1cccc(OC)c1OCCOCCn1cnc2ccccc2c1=O	-12	0.8	-29	7	-2	-5	-1	6	103
Cc1cc(C)c(S(=O)(=O)N2CCCC2=O)c(C)c1	-20	-2.7	28	3	-5	9	8	-1	104
COCC(=O)N[C@@H]1c2ccccc2CC[C@@H]1OCc1ccccc1	.	-5.8	.	0	-5	-3	.	-4	.
COc1ccccc1N1CC(C(=O)Nc2cc(C(F)(F)F)ccc2N2CCCC2)CC1=O (stereo unspecified)	.	-1.8	.	-3	-3	-6	9	2	.
CCC(C)NC(=O)CSc1nc2cc3c(cc2c(=O)n1Cc1ccco1)OCO3 (stereo unspecified)	7	0.8	11	4	-5	0	.	-1	82
CN(C)CCCN(C(=O)c1cc(-c2cccs2)nc2ccccc12)c1nc2ccc(F)cc2s1	-6	2.6	22	5	-5	-16	7	-10	109
CCOc1ccc(NC(=O)CN(C)C(=O)c2cccnc2SC)cc1OCC	10	0.6	8	6	2	-3	0	7	102

Arranged by value in IDE act (highest first): four from the list above.
canonical_smiles	IDE act
CC(C)NC(=S)NN=C1CCCCCCCCCCC1	12
COc1cccc(OC)c1OCCOCCn1cnc2ccccc2c1=O	7
CCC(C)NC(=O)CSc1nc2cc3c(cc2c(=O)n1Cc1ccco1)OCO3 (stereo unspecified)	4
COCC(=O)N[C@@H]1c2ccccc2CC[C@@H]1OCc1ccccc1	0

Next results.
SMILES	pCIP destab	CRFBP-R2 agonist	PHOSPHO1 inh	IDE act	GalR3 antag	CRFR2-BP antag	IDE cell inh	M4 PAM	MEKK3 PB1 HTS
CCN(CCNS(=O)(=O)c1ccc2c(c1)oc(=O)n2C)c1ccccc1	-2	-0.9	3	4	.	11	0	2	102
N/C(=N\OC(=O)COc1ccc(Br)cc1Cl)c1ccncc1	2	-4.4	-10	2	-6	-3	5	3	95
COc1ccc(C[C@](C)(N)C(=O)O)cc1OC	.	0.3	.	1	-3	1	3	-1	.
COc1ccc(/C=N/Nc2nc(Nc3ccccc3)nc(N3CCCC3)n2)cc1[N+](=O)[O-]	10	-1.2	-4	-4	0	-20	4	-6	96
O=C(NC(=S)Nc1ccc2[nH]c(=O)[nH]c2c1)c1cncc(Br)c1	-8	1.6	-1	1	-2	-59	-1	-12	94
Cc1c(NS(=O)(=O)c2ccc3c(c2)c(=O)n(C)c(=O)n3C)c(=O)n(-c2ccccc2)n1C	-14	1.2	18	1	-3	19	0	0	.
CCC(=O)c1cn(/C(=C\C(=O)OC(C)(C)C)CCC(OC)OC)cc1CC	.	2.1	.	1	-8	7	3	12	.
CCCN1CCN(C(=O)CCCNC(=O)c2ccc(Cl)cc2)CC1	-25	-1.7	14	5	-7	-2	4	-1	101
C#CCOCCOCCOCCNc1nc(N2CCN(C(=O)[C@H](C)n3cc(CCC(=O)O)nn3)CC2)nc(N2CCN(C(=O)[C@H](C)n3cc(CCC(=O)O)nn3)CC2)n1	.	-0.8	.	5	-4	34	.	10	.
CCCCOCP(=O)(CCCC)COCCCC	2	1.4	2	0	-2	-1	2	6	103
Cc1ccc(CN2CC(C(=O)N3CCN(c4ccccc4O)CC3)CC2=O)cc1 (stereo unspecified)	.	0.3	.	4	-6	8	0	2	.
O=C(Nc1nccs1)c1cccc(S(=O)(=O)N2CCCC2)c1	-6	-0.4	13	2	2	4	-1	2	98
O=C(CCNC(=O)N1CC(=O)Nc2ccccc21)Nc1ccc(Br)cc1F	6	-0.5	18	-3	-8	8	0	-6	100
Cc1sc(NC(=O)CS(=O)(=O)c2ccccc2)c(C(N)=O)c1C	.	1.9	.	-1	-3	2	2	2	.
COc1ccc(C(C)=O)cc1CSCCC#N	4	-0.1	18	-1	0	-2	6	-5	103
COc1ccccc1/C=C/C=N/n1c(-c2ccc(Cl)cc2)n[nH]c1=S	11	0.4	19	.	-1	4	5	6	77
CC(=O)Nc1ccc(-c2cc3ccccc3o2)cc1	-19	4.3	14	0	-5	20	-4	-9	66
C#CCN1C=CC(=O)[C@@H](O)[C@H]1c1ccccc1Br	.	0.5	.	2	-6	-6	.	8	.
COc1ccc(NC(=O)COC(=O)c2cc(OC)c(OC)cc2NC(=O)c2ccco2)cc1OC	-12	-2.1	23	1	-3	8	-1	-7	101
O=C(CN1CCN(S(=O)(=O)c2ccccc2)CC1)NC(=O)NCc1ccco1	0	0.2	24	7	-6	-4	2	11	90
CC(C)(C)c1ccc(C(=O)NCCCn2ccnc2)cc1	5	-0.9	29	4	-3	8	4	-6	104
CCOC(=O)CCS(=O)(=O)c1nc(-c2ccccc2)cc(C(F)(F)F)n1	-9	7.2	0	0	.	-5	-2	0	97
O=C(Nc1cccc2cccnc12)c1ccc(Cl)cc1	13	0.0	3	1	-9	-13	.	-5	98
O=C1c2cc([N+](=O)[O-])ccc2-c2ncccc21	4	-0.8	17	1	-5	-4	-4	-29	90
CC(=O)c1ccc(N=Cc2c(O)n(-c3cc(Cl)ccc3N3CCOCC3)c(=O)c3ccccc23)cc1	-9	8.7	18	2	1	-16	-4	-4	103

Individual results from the list.
CCN(CCNS(=O)(=O)c1ccc2c(c1)oc(=O)n2C)c1ccccc1 in MEKK3 PB1 HTS has 102
COc1ccc(/C=N/Nc2nc(Nc3ccccc3)nc(N3CCCC3)n2)cc1[N+](=O)[O-] in MEKK3 PB1 HTS has 96

Two compounds from above with just IDE act and CRFBP-R2 agonist.
Molecule | IDE act | CRFBP-R2 agonist
CCCCOCP(=O)(CCCC)COCCCC | 0 | 1.4
Cc1ccc(CN2CC(C(=O)N3CCN(c4ccccc4O)CC3)CC2=O)cc1 (stereo unspecified) | 4 | 0.3

Bioassay records from PubChem.
